# PV pol inh: poliovirus RNA polymerase inhibition; actives 0.66% (n = 150,000); AID 588519; poliovirus polymerase elongation, fluorescence polarization; stronger effect = lower value; % elongation, % (compound at 16.7 µg/mL); in the data active means % elongation below about 90%; further: some results filed as inactive read as strong as hits
# Target sequence (P03300 1749-2209 limits assumed): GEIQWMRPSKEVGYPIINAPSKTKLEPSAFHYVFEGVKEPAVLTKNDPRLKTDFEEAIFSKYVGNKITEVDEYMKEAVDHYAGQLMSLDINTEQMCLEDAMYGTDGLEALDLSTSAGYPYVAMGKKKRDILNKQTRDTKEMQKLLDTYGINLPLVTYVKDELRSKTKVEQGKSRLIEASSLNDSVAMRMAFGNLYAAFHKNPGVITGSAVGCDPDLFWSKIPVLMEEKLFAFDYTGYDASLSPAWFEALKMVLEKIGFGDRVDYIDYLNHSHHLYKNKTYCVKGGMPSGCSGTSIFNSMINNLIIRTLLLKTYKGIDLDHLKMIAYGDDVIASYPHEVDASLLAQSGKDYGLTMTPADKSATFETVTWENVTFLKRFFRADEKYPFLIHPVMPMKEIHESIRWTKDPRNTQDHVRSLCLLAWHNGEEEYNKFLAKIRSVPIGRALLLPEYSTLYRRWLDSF
# PV pol inh FP z-score: also measured in PV pol inh; calls as there; z-score; measured here: FP z-score; hits read low
# * marks the source's active call; other numbers are inactive results. Not all compounds are listed, so the mix of outcomes need not match the whole.
Compound,PV pol inh,PV pol inh FP z-score
Clc1ccc2nc(NC3=NCN(CCN4CCOCC4)CN3)nc(-c3ccccc3)c2c1,102,0.3
CCOC(=O)C1=C(Sc2nnc3nc(C)cc(C)n23)NC(=O)NC1c1ccccc1 (stereo unspecified),99,-1.1
CN(C)CCCNc1cc(N2CCN(C3CCCCC3)CC2)c2noc3c2c1C(=O)c1ccccc1-3,160,6.6
Cc1ccc2cc(CN(CCN(C)C)C(=O)NC3CCCCC3)c(=O)[nH]c2c1,103,0.5
COc1ccc(S(=O)(=O)c2cnc3ccc(Cl)cc3c2N2CCCCC2C)cc1 (stereo unspecified),104,-0.6
O=C(Nc1cccc(Cl)c1Cl)C1CC(=O)N(Cc2ccccc2)C1 (stereo unspecified),102,0
COc1ccc(CNC(=O)c2c(O)nc3cc(C)ccn3c2=O)cc1,109,1.2
O=C(CSc1nnc(-c2ccccc2F)n1C1CC1)c1ccc(Cl)s1,108,1
CC(=O)Nc1ccc(C(=O)N(C)Cc2cccc(F)c2)cc1,107,0.6
Fc1ccccc1OCc1n[nH]c(=S)n1-c1ccccc1,99,-0.2
COc1ccc(C(=O)Nc2ccc(N3CCN(C(=O)OC(C)(C)C)CC3)nc2)cc1,106,0.3
CCCCOCC1CC(CC#CCN2CCCCC2)C(=O)O1 (stereo unspecified),101,-0.1

# Going on with the list:
Compound,PV pol inh,PV pol inh FP z-score
Cc1cccc(NC(=O)C2CCCN(S(=O)(=O)c3ccc4c(c3)oc(=O)n4C)C2)c1C (stereo unspecified),108,0.1
CCN(CC)S(=O)(=O)c1ccc2c(c1)N(CC(=O)NCCc1ccccc1)C(=O)CO2,107,0.4
CC(C)(C)NS(=O)(=O)CC12CCC(CC1=O)C2(C)C (stereo unspecified),99,-0.6
Cc1ccc(-c2cc3ncc4c(n3n2)-c2cc(F)ccc2OC4)cc1,103,-0.4
CN(CC(=O)Nc1ccc(Cl)cc1F)S(=O)(=O)c1ccc2c(c1)n(C)c(=O)c(=O)n2C,100,-1.5
COc1ccccc1/C=C(\C#N)C(=O)NCC1CCCO1 (stereo unspecified),99,-0.7
Cc1cccc(C(=O)N2CCc3cc(CNC(=O)c4ccnn4C)ccc32)c1,105,-0.4
CC1(C)CC(=O)C2=C(C1)OC(N)=C(C#N)C2C#Cc1ccccc1 (stereo unspecified),100,-0.7
O=C(/C=C/c1ccccc1)N1CCCCC1,101,0.2
Cc1nc2sccn2c(=O)c1S(=O)(=O)NCCC(C)C,101,-1.1
Cc1cc(C(F)F)n2nc(C(=O)Nc3ccc(C(C)C)cc3)nc2n1,100,-0.8
COc1ccccc1C(=O)Nc1nnc(SCc2cc(=O)c3ccccc3[nH]2)s1,102,-0.8

# 5 entries from above, with values under each structure.
# Every second line gives: PV pol inh, PV pol inh FP z-score
O=C(/C=C/c1ccccc1)N1CCCCC1
 : 101, 0.2
Cc1cccc(C(=O)N2CCc3cc(CNC(=O)c4ccnn4C)ccc32)c1
 : 105, -0.4
Cc1cc(C(F)F)n2nc(C(=O)Nc3ccc(C(C)C)cc3)nc2n1
 : 100, -0.8
CC(C)(C)NS(=O)(=O)CC12CCC(CC1=O)C2(C)C (stereo unspecified)
 : 99, -0.6
Cc1nc2sccn2c(=O)c1S(=O)(=O)NCCC(C)C
 : 101, -1.1

# More structures follow:
Compound,PV pol inh,PV pol inh FP z-score
CC(Oc1ccccc1)C(=O)Nc1ccccc1C(=O)OCc1cc(=O)n2nc(C(C)C)sc2n1 (stereo unspecified),108,0.4
Cc1oc(-c2ccccc2)nc1CNC(=O)NC1CCCCC1,106,-0.1
Cc1cc(O)c(C(c2ccncc2)N2CCCCC2)c(=O)n1Cc1ccco1 (stereo unspecified),103,0.3
O=C(NCCc1cccs1)C1CCN(Cc2cnn(-c3ccccc3)c2-n2cccc2)CC1,100,-1.2
O=C(NCc1cccs1)c1cc2c(s1)CS(=O)(=O)C2,101,-0.2
COc1ccc(N2CC(NC(=O)COc3ccc(F)cc3)CC2=O)cc1OC (stereo unspecified),105,-0.5
Cc1cc(C)c(S)c(C)c1,100,-0.3
CCN(CC)C(=O)Cn1cc(SCC(=O)Nc2cccc(C)c2)c2ccccc21,104,-0.3
CCc1cccc(-n2nnc(-c3nsc(NC(=O)c4ccccc4)n3)c2C)c1,101,-0.1
CN1CCCN(C(=O)C2CCN(S(=O)(=O)c3cccs3)CC2)c2nc3ccccc3nc21,108,1.2
O=C(Nc1ccccc1)Nc1ccc(Nc2ccccc2)cc1,102,-0.1
O=C(NC1CC2CCC(C1)N2Cc1nnnn1Cc1ccco1)NC12CC3CC(CC(C3)C1)C2 (stereo unspecified),101,0.1

# The listing continues.
Compound,PV pol inh,PV pol inh FP z-score
CCNC(=O)C1CCN(C2=NS(=O)(=O)C(c3ccc(C)cc3)=C2CC)CC1,101,0.1
Cc1cccc2sc(N(CCN(C)C)C(=O)c3ccc4ncsc4c3)nc12,100,-0.6
Sc1sccc1C=NC1CCCCC1,98,-0.8
NC(=O)CSc1nc2cc(S(=O)(=O)Nc3cccc(Cl)c3)ccc2o1,104,0.1
COC(=O)c1ccc(CSc2ccc3nnc(-c4ccccn4)n3n2)o1,100,-0.6
CC(C)(c1ccccc1)n1nnc(-c2ccccc2)n1,101,0.1
CCC(C(=O)NCCc1ccc(SC)cc1)n1nc(C)c2sc3ccccc3c2c1=O (stereo unspecified),110,0.1
Cc1ccc2cc(CN(C(=O)c3cccc(Cl)c3)C(C)C)c(=O)[nH]c2c1,100,-0.3
CN(C)c1nc(Nc2ccc(OC(F)(F)F)cc2)nc(NC(C)(C)C)n1,107,0.3
CCn1c(SC)nnc1C1CCCN1CC(=O)N1CCN(Cc2ccc3c(c2)OCO3)CC1 (stereo unspecified),104,0.9
O=C(NC1=NCCS1)Nc1ccc2snnc2c1,102,-0.5
Cc1cccc(CCNC(=O)c2nc(-c3ccc(Cl)cc3)n3c2CCCCC3)c1,107,0.2

# Additional entries:
Compound,PV pol inh,PV pol inh FP z-score
O=c1cc(NCCCO)c2ccccc2o1,98,-0.9
COc1ccccc1NC(=O)c1c(NCc2cccs2)sc2c1CCCCC2,103,0.6
O=C(Nc1ccc(C(F)(F)F)cc1)N1CCC(C(F)(F)F)CC1,106,0.6
CCCNC(=O)C1CN(S(=O)(=O)c2ccc(Cl)s2)c2ccccc2O1 (stereo unspecified),108,0.7
CCCCn1nnnc1COC(=O)c1c2c(nc3ccccc13)CCCCC2,105,0.4
CCCNC(=O)CCc1c(C)nc2c(c1C)c(=O)n(C)c(=O)n2C,104,0.9
Cc1ccc(S(=O)(=O)CC(O)CN2CCCC2=O)cc1 (stereo unspecified),102,0.3
CCOc1ccccc1NC(=O)COC(=O)Cc1ccc(OC)cc1,103,0.1
CC(c1ccco1)N(Cc1ccco1)C(=O)Nc1ccccc1 (stereo unspecified),100,-0.1
O=C(/C=C/c1ccc2c(c1)OCO2)Oc1ccc2c(c1)OCO2,103,0.2
CCOc1ccccc1NC(=O)CSc1nnc(N)s1,101,-1.6
O=c1cc(CSc2ncccn2)nc2ccc(Br)cn12,100,-0.2

# (continued)
Molecule | PV pol inh | PV pol inh FP z-score
Cn1c(C(=O)Nc2ccc3c(c2)NC(=O)CC3)cc(=O)n(C)c1=O | 106 | 1.9
CN(C)S(=O)(=O)c1ccc(NCC(=O)N2CCN(c3ccccc3)CC2)cc1 | 99 | -0.4
CCOC(=O)c1c(NC(=O)COc2cc(C)ccc2C(C)C)sc(C)c1C | 89* | -2.6*
O=C(CCN1C(=O)CSC1=O)Nc1ccccc1 | 103 | 0.4
O=C(Cc1ccccc1)ON=C1C=CC(=NOC(=O)c2ccco2)C=C1 | 98 | -0.6
CCC1=Nc2cc(C(=O)NCCc3ccc(OC)c(OC)c3)ccc2Sc2ccccc21 | 113 | 0.2
CCC(C)NC(=O)c1c(C)nn(CC(C)C)c1Cl (stereo unspecified) | 101 | -0.3
Cc1ccc(C(=O)CSc2nnc3ccc4ccccc4n23)cc1 | 103 | 0
CCN(CC)C(=O)Cn1cc(/C=C2\C(=O)NC(=O)N(CC)C2=O)c2ccccc21 | 102 | 0.1
COc1ccc(-n2c(SCC(=O)Nc3ccc(Cl)c(C)c3)nc3n[nH]c(C)c3c2=N)cc1 | 105 | 0.4

# Single records, as listed above. Order of values: PV pol inh | PV pol inh FP z-score
# Listed for O=C(CCN1C(=O)CSC1=O)Nc1ccccc1 = 103 | 0.4
# Listed for CCN(CC)C(=O)Cn1cc(/C=C2\C(=O)NC(=O)N(CC)C2=O)c2ccccc21 = 102 | 0.1

# More structures follow:
Molecule | PV pol inh | PV pol inh FP z-score
CCOC(=O)C1=C(c2ccccc2)NC(SCC(=O)Nc2ccccc2)=C(C#N)C1c1ccco1 (stereo unspecified) | 100 | -0.6
OCC#CCSc1nc2ccccc2o1 | 101 | -0.2
NC(=O)CSc1nc2c(oc3ccccc32)c(=O)n1Cc1ccccc1 | 107 | 0.8
Cc1cccc(-c2nc(SCC(=O)NCC3CCCO3)c3c(=O)n(C)c(=O)n(C)c3n2)c1 (stereo unspecified) | 111 | 0.7
CNC(=O)c1cc(Cl)ccn1 | 99 | -0.4
CN(C)C(=S)c1nc2ccccc2s1 | 99 | -1
CS(=O)(=O)OCCCCOS(C)(=O)=O | 102 | 0.7
Cn1nc(Nc2ccccc2N)cc1-c1ccccc1 | 114 | 1.5
OC(c1ccccc1)c1nc2ccccc2n1Cc1ccccc1 (stereo unspecified) | 102 | -0.4
CCCOc1ccc(-c2cccc(NS(=O)(=O)c3cc(OC)ccc3OC)c2)nn1 | 92 | -3.3

# The listing continues.
Molecule | PV pol inh | PV pol inh FP z-score
Cc1cc(NC(=O)C2CCC2)n(-c2ccccn2)n1 | 98 | -0.4
COc1ccc(Cl)cc1NC(=O)CN1C(=O)CN=C(c2ccccc2)c2cc(Cl)ccc21 | 109 | 0
Cc1oc2ccc(O)c(CN3CCN(Cc4ccccc4)CC3)c2c1C(=O)Nc1ccc(C(C)C)cc1 | 102 | 0.1
Cc1ccc(S(=O)(=O)Cc2ccc(C(=O)N3CCC4(CC3)OCCO4)o2)cc1 | 101 | -0.3
COc1cc(OC)cc(C2SC(N)=C(C#N)C(N)=C2C#N)c1 (stereo unspecified) | 147 | 4
Nc1ccccc1-c1nnc(-c2ccc(-c3ccccc3)cc2)o1 | 100 | -0.3
CCn1c(=O)n(CC)c2cc(N3CCCC3)c(NC(=O)CC(=O)OC)cc21 | 98 | -0.7
CC(C)(C)Nc1nc2nonc2nc1NC(C)(C)C | 103 | 0.4
CC(C#N)Sc1nnc(-c2ccco2)n1Cc1ccccc1 (stereo unspecified) | 105 | 0.2
CCN(C(=O)CN1CC=C(c2ccccc2)CC1)C1CCS(=O)(=O)C1 (stereo unspecified) | 104 | 0.1

# Remaining list, next part.
Molecule | PV pol inh | PV pol inh FP z-score
O=C(NCc1cccs1)c1cc2c(=O)[nH]c3ccccc3c2s1 | 101 | -0.5
Cc1cc(NC(=O)CSc2nnc(Cn3c(=O)sc4ccccc43)n2-c2ccccc2)no1 | 100 | -0.1
Cc1cccc(N2CCN(C(=O)c3cnn(-c4ccccc4Cl)c3C3CCN(C(=O)OC(C)(C)C)CC3)CC2C)c1 (stereo unspecified) | 106 | -0.2
CCCNC(=O)CN1C(=O)COc2ccc(S(=O)(=O)N3CCC(C)CC3)cc21 | 103 | -0.5
CCn1c(C(=O)O)c(CNCc2ccc3c(c2)OCO3)c2ccccc21 | 104 | 1.2
CCCCN(CC)CCCNC(=O)Cn1ncc2c3ccccc3n(Cc3ccccc3F)c2c1=O | 108 | -0.1
Cc1ccc(Cn2cc(C(=O)Nc3cccnc3)ccc2=O)cc1 | 101 | 0
O=C(Oc1cccc2cccnc12)C1CCCCC1 | 103 | 0
c1ccn(-c2ccc(-c3ccc(-n4cccc4)cc3)cc2)c1 | 99 | -1.3
CCOc1ccc(C(=O)Nc2cc(-c3nc4ccccc4o3)ccc2C)cc1Cl | 104 | -0.1

# (listing goes on)
Molecule | PV pol inh | PV pol inh FP z-score
CCc1ccccc1NC(=O)c1ccc2snnc2c1 | 102 | -0.5
COc1ccc(NC(=O)CCNS(=O)(=O)c2ccc3c(c2)CCCC(=O)N3)cc1 | 101 | -1.4
CCc1ccc(NC(=O)CSc2ccc(-c3ccco3)nn2)cc1 | 99 | -0.7
Cc1cc(C(=O)OCC(=O)N2c3ccccc3Sc3ccccc32)c2ccccc2n1 | 102 | 0.2
Fc1ccccc1CNc1ncnc2c1oc1ccccc12 | 103 | -0.2
CN(C)c1nc(SCCOC(=O)COc2ccc(Cl)cc2Cl)nc(N(C)C)n1 | 98 | -1
COC(=O)C1=C(NC(=O)c2ccc(S(=O)(=O)N3CCOCC3)cc2)CCS1 | 100 | -0.4
O=C(NCCc1ccccc1)c1nnc(Cc2ccc(F)cc2)o1 | 101 | -0.5
Cc1noc(C)c1-c1nc(COc2ccc(/C=C(/C#N)S(C)(=O)=O)cc2)no1 | 100 | -0.5
CCNc1cccc2c1C(=O)N(C)C2=O | 76 | -8.1

# Remaining list, next part.
Molecule | PV pol inh | PV pol inh FP z-score
CC(O)C(=O)Nc1cc(Cl)cc(Cl)c1 (stereo unspecified) | 102 | 0.2
Cc1cccc(OCC(=O)OCc2cc(=O)n3nc(C4CC4)sc3n2)c1 | 112 | 1.2
CCOC(=O)c1c(CSc2nnc(CN3CCCCCC3=O)n2CC)nc2ccccc2c1C | 102 | -0.1
CCCNc1ccc(-c2nc(-c3ccncc3)no2)cc1[N+](=O)[O-] | 106 | -0.4
c1cncc(-c2nc(NCc3ccco3)c3ccccc3n2)c1 | 100 | -0.5
COC(=O)CN1C(=O)COc2cc(S(=O)(=O)NCc3ccc(Cl)cc3)ccc21 | 100 | -0.5
COc1ccccc1C(=O)Nc1sc(Nc2ccccc2)nc1C(N)=O | 111 | 0.5
Cc1nn(Cc2ccc(C(=O)n3cc(Cl)cn3)o2)c(C)c1Cl | 103 | 0.1
CCCCOc1ccc(-c2nn(-c3ccccc3)cc2C2NC(=O)NC(C)=C2C(=O)OCC)cc1 (stereo unspecified) | 105 | -0.1
CC1=CC(=C(C#N)C#N)C=C(C)N1Cc1ccncc1 | 102 | 0.2
CCn1c(-c2ccccc2)c(C2=NNC(=NC(C)COC)SC2)c2ccccc21 (stereo unspecified) | 99 | -0.5
O=C(O)c1cnn2c1ncc1c3ccccc3ccc12 | 99 | -0.5

# Screens: PubChem BioAssay, ICCB-Longwood Screening Facility, Harvard Medical School
